Giardia kill = kills Giardia lamblia; activity change, % at 7.66 µM, hits read low; 340,000 tested, 0.15% active; Giardia lamblia trophozoite viability; in the data active means activity change below about -80%; inconclusive means between about -30% and that limit;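 further: parasites exposed to compound for two days anaerobically before the ATP read; on the % scale 0 is the no-effect control and ±100 the full control effect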
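Giardia lamblia trophozoites (100 cells/well) were incubated with compounds for 48 h at 37 deg C under anaerobic conditions. Viability was read as ATP content by one-step luminescence after 15-30 min at room temperature.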
p53 reactivator = re-activators of mutant p53 | H1299 p53-A138V BP100-luciferase reporter, luminescence, 24 h | Potency, µM (series often up to 92.2 µM), without a hit: at the highest dose activity change, positive = activation, most hits filed as activators | 320,000 tested, 0.063% active | AID 504706; further: potency means the concentration at half of the fitted maximal effect; % of control where 0% means no effect; nearly all actives have a fitted effect of over 45% in size
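H1299 (p53-null), stable ts p53-A138V + BP100-Luc; 1000 cells/well, Opti-MEM/10% FBS; cpd 4 pt, 1:5; 24 h, 37 deg C, 5% CO2; detection reagent 10 min RT; luminescence.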
PKM2 act = increases activity of human pyruvate kinase M2 | purified PKM2, Kinase-Glo ATP luminescence, activation; response scale: 0% is enzyme alone, no compound | 260,000 tested, 0.34% active | Potency, µM (titrated, usually from 57.5 µM), inactives show top-dose activation, actives largely listed as activators | AID 1631 | P14618; further: potency means the concentration at half of the fitted maximal effect; on the % scale 0 is the no-effect control and ±100 the full control effect; nearly all actives have a fitted effect of over 55% in size
Target sequence (P14618 whole entry, looked up): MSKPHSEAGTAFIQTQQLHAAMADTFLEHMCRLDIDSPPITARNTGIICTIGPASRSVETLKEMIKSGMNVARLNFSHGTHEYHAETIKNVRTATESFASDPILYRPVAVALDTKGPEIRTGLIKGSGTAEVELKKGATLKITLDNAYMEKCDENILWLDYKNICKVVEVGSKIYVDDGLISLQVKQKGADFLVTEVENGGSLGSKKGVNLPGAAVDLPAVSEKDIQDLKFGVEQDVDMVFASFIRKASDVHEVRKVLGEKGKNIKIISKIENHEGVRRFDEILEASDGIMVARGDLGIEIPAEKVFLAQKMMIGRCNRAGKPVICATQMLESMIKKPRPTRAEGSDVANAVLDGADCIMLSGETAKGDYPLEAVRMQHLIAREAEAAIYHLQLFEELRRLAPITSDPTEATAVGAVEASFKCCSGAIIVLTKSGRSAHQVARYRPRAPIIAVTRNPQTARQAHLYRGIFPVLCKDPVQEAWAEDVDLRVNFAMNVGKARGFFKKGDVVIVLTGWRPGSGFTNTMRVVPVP
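Purified hPK-M2 (>95% pure) converted ADP (0.1 mM final) to ATP with 0.5 mM PEP in 50 mM imidazole pH7.2, KCl, MgCl2, Tween 20, BSA; 1 h at room temperature. ATP detected by Kinase-Glo luminescence.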
NPC1 prom act = activators of NPC1 promoter; Huh7 NPC1 promoter luciferase reporter, 24 h; Potency, µM (highest dose often 9.22 µM), without a hit: at the highest dose activation, usual class: activators; 320,000 tested, 2.4% active; AID 485313;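 further: potency means the concentration at half of the fitted maximal effect; % of control where 0% means no effect; nearly all actives have a fitted effect of over 60% in size; reporter is driven by a mutant NPC1 promoter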
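Huh7 cells stably carrying NPC1 promoter–luciferase, plated in Opti-MEM with 10% FBS for 2 h, were exposed to compound in DMSO for 24 h at 37 °C; luciferase reagent was added for 10 min and luminescence read.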
RORg inh = inhibitors of mouse ROR gamma transcriptional activity | P51450 | Drosophila S2 Gal4-RORgamma UAS-luciferase reporter, 20 h | Potency, µM (top dose mostly 53.6 µM), for inactives: at the highest dose activity change, negative = inhibition, most hits filed as inhibitors | 310,000 tested, 5.4% active | AID 2551; further: potency means the concentration at half of the fitted maximal effect; on the % scale 0 is the no-effect control and ±100 the full control effect; nearly all actives have a fitted effect of over 60% in size
Target sequence (P51450 whole entry, looked up, the tested form may be a part): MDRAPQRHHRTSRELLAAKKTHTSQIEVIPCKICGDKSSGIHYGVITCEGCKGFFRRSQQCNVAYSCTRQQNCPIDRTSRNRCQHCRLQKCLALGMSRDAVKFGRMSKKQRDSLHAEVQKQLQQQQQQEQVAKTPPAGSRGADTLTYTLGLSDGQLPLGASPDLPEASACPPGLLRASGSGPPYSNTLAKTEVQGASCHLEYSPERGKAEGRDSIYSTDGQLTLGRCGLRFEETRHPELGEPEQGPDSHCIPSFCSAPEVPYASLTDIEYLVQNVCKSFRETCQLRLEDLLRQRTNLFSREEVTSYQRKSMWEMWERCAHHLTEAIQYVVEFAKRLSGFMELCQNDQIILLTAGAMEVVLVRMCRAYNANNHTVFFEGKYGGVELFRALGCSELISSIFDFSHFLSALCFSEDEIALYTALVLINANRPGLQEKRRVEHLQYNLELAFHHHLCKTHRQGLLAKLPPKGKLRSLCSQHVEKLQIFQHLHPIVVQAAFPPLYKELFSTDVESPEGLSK
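ROR gamma transcriptional activity was tracked as Gal4-UAS luciferase output in stably transfected Drosophila Schneider cells, with compound added 1 hr before 700 uM copper sulfate induction and a 20 hr ambient-temperature incubation.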
Gal4-VP16 FLuc = Gal4-VP16 reporter inhibition counter-screen; Drosophila S2 Gal4-VP16 UAS-luciferase, luminescence, 20 h; Potency, µM (doses to about 53.6 µM), inactives show at the top dose activity, negative = inhibition, usual class: inhibitors; 310,000 tested, 3.5% active;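 further: Gal4-VP16 expression switched on by copper sulfate through the metallothionein promoter; potency means the concentration at half of the fitted maximal effect; on the % scale 0 is the no-effect control and ±100 the full control effect; nearly all actives have a fitted effect of over 50% in size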
FLuc counter = counter-screen for miR-21 project: firefly luciferase inhibitors or activators | purified FLuc, Km substrates, luminescence inhibition | AID 588342 | P08659 | 360,000 tested, 6.9% active | Potency, µM (top dose mostly 57.5 µM), without a hit: at the top dose activity change, negative = inhibition, usual class: inhibitors;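 further: potency means the concentration at half of the fitted maximal effect; plate controls were vehicle for no effect and reference inhibitor for full effect; nearly all actives have a fitted effect of over 55% in size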
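Purified P. pyralis luciferase (10nM final) with 10uM D-luciferin and 10uM ATP (Km levels) in 50mM Tris acetate pH 7.5, 10mM Mg acetate, 0.01% Tween-20, 0.05% BSA; qHTS 6-point titration, ~60 µM downward; luminescence read.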
Rab9 promoter act = activators of Rab9 promoter; Huh7 Rab9 promoter-luciferase reporter, luminescence, 24 h; Potency, µM (top dose mostly 9.22 µM), for the others: at the highest dose activation, negative = inhibition, usual class: activators; 320,000 tested, 2.8% active; AID 485297; further: potency means the concentration at half of the fitted maximal effect; % of control where 0% means no effect; nearly all actives have a fitted effect of over 60% in size
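Stable Rab9-luc Huh7, 1500 cells/well, 2 h settle; cmpd in DMSO, 24 h, 37 °C/5% CO2; luciferase reagent 10 min RT; luminescence.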
ELG1 genotox = inducers of genotoxicity in HEK293T ELG1-luciferase cells | HEK293T ELG1-luciferase reporter, luminescence, 16 h | Potency, µM (doses to about 46 µM), for the others: at the highest dose activity change, positive = activation, most hits filed as activators | 330,000 tested, 1.3% active | AID 504466; further: potency means the concentration at half of the fitted maximal effect; % of control where 0% means no effect; nearly all actives have a fitted effect of over 60% in size
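After overnight (16 hr) compound treatment at 37 °C, ELG1-luciferase HEK293T cells were lysed with ONE-Glo; luminescence quantified 30 min later at room temperature.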
Menin MLL FP TR = menin-MLL binding inhibition, Texas Red mutant peptide | Menin + Texas Red MLL mutant peptide, fluorescence polarization | Potency, µM (doses to about 61.6 µM), for the others: top-dose FP activity change, negative = inhibition, usual class: inhibitors | 270,000 tested, 0.23% active | AID 1768; active means well fitted inhibition curve with a large enough effect in the polarisation, with a control signal flat, not every such curve was filed as active; inconclusive means small, poorly fitted or top-dose-only effect, or effect the other way, or a change in a side signal; inactive means no such curve, though single readings can be large or run the other way; the % refers to the polarisation; further: potency means the concentration at half of the fitted maximal effect; % of control where 0% means no effect; many of its hits are not listed in these tables
BRCA1 expr up = increases BRCA1 expression; MCF7-BRCA1-FFLuc reporter, luminescence, 48 h; response scale: scaled: vehicle 0%, 10 µM genistein 100%; Potency, µM (series often up to 46.1 µM), without a hit: at the top dose activation, actives largely listed as activators; 380,000 tested, 1.1% active; AID 624202; further: potency means the concentration at half of the fitted maximal effect; nearly all actives have a fitted effect of over 80% in size; some results filed as inactive show a strong effect at the top dose
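48 h compound treatment of MCF7-BRCA1-FFLuc cells (phenol-red free MEM, 37 °C), then 15 min with luciferase substrate and luminescence imaging.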
* hit, by the source's call; ? = inconclusive; / = not tested or not shown; [ ] = remark or other dose. Unless noted, the call rests on the fitted dose curve; in most records, active means well fitted curve in the direction sought with a large enough effect; inconclusive means small, poorly fitted or top-dose-only effect, or another doubt; inactive means no such curve, though single readings can be large; an effect the other way counts as inactive or inconclusive. These rows are one share of the data; the hit share may differ from the screen's.

SMILES	Giardia kill	p53 reactivator	PKM2 act	NPC1 prom act	RORg inh	Gal4-VP16 FLuc	FLuc counter	Rab9 promoter act	ELG1 genotox	Menin MLL FP TR	BRCA1 expr up
Cc1nn(CC(=O)NCCc2cccs2)c(=O)c2nn(-c3ccccc3)c(C)c12	29.4	2.4%	/	-3.9%	0.0%	0.0%	5.0%	9.0%	2.4%	-17.1%	26.6%
CCCCSc1nc(O)cc(=O)n1CC	-8.4	2.2%	-33.5%	-3.2%	5.1%	-1.5%	-19.4%	-2.7%	0.6%	17.9%	0.0%
Cc1cc(NC(=O)CSc2nnc(C)n2-c2ccccc2)no1	6.5	0.6%	0.8%	-5.8%	6.3%	3.4%	-2.2%	-0.9%	-1.7%	3.7%	0.1%
CC1CN(c2cc(=O)n(-c3cccc(Br)c3)c(=O)[nH]2)CC(C)O1 (configuration not stated)	-16.5	0.2%	-1.0%	0.8%	-7.6%	-0.4%	0.1%	-0.1%	-8.2%	1.5%	3.0%
COc1ccc(C2=NN(CCC(=O)NC3CCC(C)CC3)C(=O)CC2)cc1 (configuration not stated)	12.1	-5.0%	/	3.0%	-7.2%	18.5%	1.0%	-2.1%	0.8%	/	6.2%
COc1ccc(-n2c(=O)c3ccccc3n(CC(=O)OCc3ccccc3)c2=O)cc1OC	12.1	-0.1%	4.0%	-2.4%	-11.1%	-1.3%	7.4%	-2.7%	-2.6%	5.3%	-14.8%
CN(CC(=O)Nc1cccc(S(=O)(=O)N2CCOCC2)c1)CC(=O)Nc1ccc(Cl)c(C(F)(F)F)c1	-7.4	-5.0%	/	-1.5%	/	/	4.6%	-5.5%	16.2%	/	-74.4%
Cc1nc2cc(NC(=O)N3c4ccccc4CC3C)ccc2n1C (configuration not stated)	?	/	-3.1%	0.501µM*	?	?	1.69µM*	0.447µM*	?	-7.9%	-3.0%
CN1CCN(c2ccc(NC(=O)c3sc4ccccc4c3Cl)cc2)CC1	?	?	/	2.51µM*	-25.4%	-5.3%	1.9µM*	1µM*	?	3.0%	52.2%
C/C(=N\NC(=O)c1cccnc1)c1cc2ccccc2o1	7.9	-0.9%	1.0%	0.3%	-33.1%	-14.1%	-15.7%	2.0%	5.4%	-5.9%	0.4%
Cc1cc(NC(=O)Cn2cnc3sc(C)c(-c4ccccc4)c3c2=O)no1	-4.9	-4.1%	-3.6%	-1.4%	18.4%	26.3%	-0.3%	-2.9%	-2.3%	1.3%	-19.7%
COc1cccc(CNC(=O)C(C)n2ccc3cc(S(=O)(=O)N4CCCC4)ccc32)c1 (configuration not stated)	-3.9	-0.9%	/	-6.1%	40.5%	23.7%	0.1%	0.8%	-2.7%	-22.5%	-28.0%
COc1ccc(-c2cc(C(=O)N/N=C/c3ccc4c(c3)OCO4)c3ccccc3n2)c(OC)c1	3.1	-6.2%	0.6%	-2.6%	-17.4%	-1.5%	?	-8.8%	0.8%	-8.7%	19.4%
COc1ccc(/C=C/C(=O)O)cc1COc1ccccc1C	-5.3	6.2%	4.2%	-6.9%	10.5%	2.7%	3.8%	-1.4%	0.2%	4.3%	-11.6%
Cc1ccc(NC(=O)CSc2sc3c(O)cc(=O)[nH]c3c2C#N)c(F)c1	27.8	-1.7%	11.6%	-4.9%	1.8%	1.4%	2.1%	-0.8%	-4.4%	?	-16.4%
O=C(CSc1nccc(=O)[nH]1)N1N=C2/C(=C/c3ccco3)CCCC2C1c1ccco1 (configuration not stated)	-1.9	-1.3%	?	2.9%	-3.9%	3.6%	?	-1.5%	-3.9%	9.0%	-10.1%
COCCNC(=O)CN1C(=O)NC(c2ccccc2)(c2ccccc2)C1=O	11.5	-6.4%	/	?	-5.0%	-5.0%	1.5%	1.8%	2.4%	-17.3%	-18.8%
CC(=O)NC(CC(=O)OCc1ccc([N+](=O)[O-])cc1)c1ccccc1 (configuration not stated)	-2.2	-6.6%	0.5%	2.0%	8.9%	-14.9%	-0.2%	9.0%	0.7%	-9.6%	-8.4%
CC1CN(S(=O)(=O)c2ccc(C(=O)N(CCCN(C)C)c3nc4c(Cl)cccc4s3)cc2)CC(C)O1 (configuration not stated)	2.4	13.6%	1.6%	-1.3%	-2.6%	1.3%	6.5%	7.3%	-1.4%	?	15.7%
CCOC(=O)C1CCCN(S(=O)(=O)c2ccc(S(N)(=O)=O)cc2)C1 (configuration not stated)	-21.2	-4.6%	1.0%	-5.6%	-13.7%	-16.3%	2.9%	-3.8%	-10.5%	-11.4%	5.8%
Cc1cc(-c2ccccc2)nc(SCC(=O)N2CCCC2)n1	3.8	-2.1%	4.2%	0.0%	-14.5%	3.5%	0.0%	-2.0%	4.0%	-13.2%	2.1%
CC(c1ccccc1)N1CCn2c(nc3cc(NC(=O)c4cccs4)ccc32)C1 (configuration not stated)	-6.9	-0.5%	-1.2%	14.8%	6.8%	-5.1%	?	21.9%	0.7%	/	24.9%
CN1CCN(CC(=O)N(Cc2c(C#N)c3ccccc3n2C)c2ccccc2)CC1	-8.9	1.9%	-3.3%	-3.4%	-30.3%	-11.3%	1.1%	-0.2%	0.9%	9.0%	4.3%
Cc1ccc(CC2C(=O)N(c3nc(C)cc(C)n3)C(=O)C2C)cc1 (configuration not stated)	-2.0	22.0%	-17.4%	1.3%	-1.7%	-12.8%	-1.1%	14.8%	-2.3%	-10.2%	-6.2%
O=C(O)c1c2c(nc3ccccc13)/C(=C/c1ccc(O)cc1)CCC2	6.6	5.8%	3.6%	2.3%	-8.3%	-11.7%	19µM*	8.5%	0.1%	10.1%	20.3%
CCC(=O)N(Cc1ccco1)c1nc(-c2cc(OC)ccc2OC)cs1	-21.7	6.4%	0.2%	3.9%	-5.9%	-25.8%	0.2%	-0.8%	2.5%	-16.9%	-6.6%
COc1cc(NC(=O)Nc2cc(C)on2)cc(OC)c1OC	8.5	0.0%	-4.8%	-2.4%	10.8%	10.6%	-2.0%	4.6%	9.1%	17.9%	-17.5%
COc1ccc(C(=O)C2CCCN(C(=O)/C=C/c3ccccn3)C2)c(C)c1 (configuration not stated)	-3.8	5.1%	24.6%	2.3%	0.9%	-2.7%	-8.7%	-3.4%	5.6%	?	-2.6%
CC(NC(=O)COC(=O)c1ccc(Cl)cc1O)c1ccc(F)cc1 (configuration not stated)	9.3	-1.7%	-0.2%	-3.6%	5.9%	-3.4%	-7.1%	8.7%	0.9%	41.9%[activator]	-16.5%
CCCCCOC(=O)Cc1c(O)c2ccccc2[nH]c1=O	-4.1	1.9%	10.3%	-1.0%	-2.8%	3.5%	1.8%[2.3 µM]	4.6%	4.4%	-0.1%	-29.3%
O=C(N/N=C/c1cn(-c2ccccc2)nc1-c1ccccc1)c1ccco1	-5.8	1.6%	-0.4%	9.2%	6.31µM*	10µM*	-14.7%	16.1%	-0.6%	-11.0%	0.6%
O=C(COC(=O)Cc1ccc(F)cc1)NC1CCS(=O)(=O)C1 (configuration not stated)	18.6	4.7%	/	-0.4%	/	/	-8.3%	-2.1%	0.5%	/	-18.3%
C=C(C)COc1ccc(-c2ncncc2-c2ccccc2OC)c(O)c1	33.9[activator]	-4.7%	/	0.7%	-44.0%	?	-2.6%	-3.9%	-4.6%	?	-39.5%
CCn1c(=O)cc(OCC(=O)Nc2cccc(C)n2)c2ccccc21	2.9	-3.4%	0.9%	1.7%	-15.7%	-0.5%	-0.2%	-3.2%	8.8%	-6.4%	-0.5%
COC(=O)c1cc(C)sc1NC(=O)C1C2C=CC(CC2)C1C(=O)O (configuration not stated)	0.9	-3.2%	-2.5%	-0.4%	-5.5%	-0.5%	3.3%	2.2%	0.9%	-0.2%	7.0%
O=C(c1ccccc1)c1cnc(Nc2ccccc2Cl)s1	0.8	11.6%	-2.7%	1µM*	-26.4%	-11.5%	1.9µM*	1.26µM*	?	/	?
c1ccc(COc2cccc(CN3CCc4ccccc4C3)c2)cc1	-4.7	?	0.0%	-2.1%	4.6%	-5.6%	-5.8%	0.3%	-2.7%	-13.3%	3.6%
CN(CC(=O)Nc1cccc(F)c1)C(=O)/C=C/c1ccc(Br)s1	-24.6	-2.2%	/	-0.7%	/	/	3.1%	0.9%	0.2%	/	-16.1%
CC1CCCCN1C(C(=O)O)c1ccccc1 (configuration not stated)	-1.6	-2.7%	-5.2%	0.0%	-5.3%	9.2%	-1.9%	-4.4%	1.4%	0.1%	-1.6%

High-throughput results deposited in PubChem BioAssay by National Center for Advancing Translational Sciences (NCATS).
